# GPR35 arrestin U2OS = GPR35 antagonists blocking zaprinast-driven arrestin recruitment, primary screen, imaging, U2OS, beta-arrestin-GFP, zaprinast agonist (AID 2058) | inhibition, % at 10 µM, or IC50 in µM where a hit was titrated | hit rate 0.052% among 290,000 | U2OS GPR35 beta-arrestin-GFP translocation imaging, zaprinast antagonism; higher % means a stronger effect;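 active = inhibition of at least 50% with at least 30 cells and total cytoplasm GFP at most 10,000,000; inconclusive = under 30 cells or total GFP of 10,000,000 plus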
# LYP inhibition = PTPN22 lymphoid phosphatase activity blockers – biochemical, fluorescence intensity, uHTS (AID 1779); recombinant LYP phosphatase, fluorescence intensity; higher % means a stronger effect; inhibition, % at 11.5 µM; hits with a dose series show IC50 in µM; hit rate 0.054% among 290,000; in the data active = inhibition above about 50%;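 also: plate controls were vehicle with enzyme for no effect and no enzyme for full effect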
# RSV antiviral HEp-2 = inhibition of RSV-induced cytopathic effect – HEp-2 cells, primary 10 µM value included (AID 2391); HEp-2 cells, RSV-induced CPE inhibition; higher % means a stronger effect; one-dose CPE inhibition, % at 10 µM; IC50 in µM for titrated hits; hit rate 0.13% among 310,000; in the data active = a potency from the dose series; inconclusive = CPE inhibition mostly from about 23% at the one dose, without a potency; inactive = the rest, 99 in 100 with CPE inhibition below about 21%; also: strong numbers were not always called active
# AID2073 = disruptors of CaV2.2 binding to Mint1 – biochemical, HTRF (AID 2073); hit rate 0.19% among 290,000; inhibition, % at 20 µM; hits with a dose series show IC50 in µM; HTRF protein-protein interaction, Mint1-CaV2.2; higher % means a stronger effect; in the data active = inhibition mostly above about 51%, no sharp cut-off; inconclusive = no clear call, values can overlap the other calls; inactive = mostly below about 53%; also: some results filed as inactive read as strong as hits
# Dengue-2 NS5 capping = Dengue-2 NS5 methyltransferase inhibitors, primary screen, biochemical, confirmation dose response (AID 588689); hit rate 0.3% among 340,000; one-dose inhibition, % at 25 µM; IC50 in µM for titrated hits; Dengue-2 NS5 methyltransferase capping enzyme assay, biochemical; higher % means a stronger effect; in the data active = a potency from the dose series; inconclusive = inhibition above about 29% without an active follow-up result
# WT yeast gro inh = growth inhibition of WT yeast, mitochondrial fusion screen | mitochondrial fusion phenotypic screen, WT strain | inhibition, % at 10 µM | hit rate 2.1% among 190,000; in the data active = inhibition above about 58%; tested in S. cerevisiae
# Autophagy HCS = modulators of autophagy. MEF GFP-LC3 puncta imaging; test concentration mostly 10 µM. hit rate 0.98% among 190,000. calls only at 10 µM (by protocol). AID 463193;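 active = percentage of spot-positive cells more than 3 SD above its plate mean, without a fluorescence outlier flag or 80% toxicity; inconclusive = no clear call, values can overlap the other calls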;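 also: spot-positive cell cutoff set from DMSO-treated cells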
# UTI89 phage lysis = inhibition of K1F phage lysis, E. coli UTI89, bacterial capsule biogenesis inhibitors, alamar blue (AID 488966) | E. coli UTI89 K1F phage lysis, alamar blue, 2 h; higher % means a stronger effect | one-dose inhibition, % at 100 µM; IC50 in µM for titrated hits | hit rate 0.02% among 340,000;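 active = phage lysis inhibition, versus mean bacterial control, above a set limit; inconclusive = no clear call, values can overlap the other calls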;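 also: capsule biogenesis inhibitors block K1F phage lysis so surviving cells raise fluorescence; higher fluorescence means more inhibition of phage lysis; actives were called in the ten point dose series up to 300 µM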
# NTR1 agonist = NTR1-driven beta-arrestin-GFP spot formation – imaging, U2OS cells, high content, primary screen (AID 493036) | activation, % at 20 µM | agonist mode | hit rate 0.17% among 330,000 | P30989;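 active = activation at or above 40% of the spot to cytoplasm intensity ratio, with at least 20 cells analyzed; inconclusive = wells under 20 cells, flagged as cytotoxic or low count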;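 also: 0% = DMSO without peptide and 100% = 100 nM NTR1 peptide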
# Target sequence (P30989 whole entry, looked up): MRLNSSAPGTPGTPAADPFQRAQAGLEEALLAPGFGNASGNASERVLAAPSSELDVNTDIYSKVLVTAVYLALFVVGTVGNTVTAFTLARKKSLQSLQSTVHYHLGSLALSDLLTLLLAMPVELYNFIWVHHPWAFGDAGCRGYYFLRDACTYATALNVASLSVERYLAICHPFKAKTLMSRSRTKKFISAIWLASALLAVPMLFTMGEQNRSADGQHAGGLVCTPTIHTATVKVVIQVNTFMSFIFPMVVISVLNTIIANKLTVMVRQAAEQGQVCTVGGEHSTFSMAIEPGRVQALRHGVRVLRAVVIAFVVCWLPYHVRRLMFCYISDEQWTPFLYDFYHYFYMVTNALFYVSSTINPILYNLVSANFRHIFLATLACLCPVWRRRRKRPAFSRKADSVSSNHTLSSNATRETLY
# WT yeast gro inh mutant strain = further read-out of WT yeast gro inh, marked with its call; inhibition, %; mitochondrial fusion phenotypic screen, mutant strain inhibition
# Autophagy HCS cell loss 18 h = also measured in Autophagy HCS; calls as there; toxicity, %; measured here: cell loss, nuclei count;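 cell loss after 18 h compound exposure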
# NTR1 agonist cell count 20 µM = recorded beside NTR1 agonist, whose call it bears; cell count; measured here: cell count, cytotoxicity flag
# Dengue-2 NS5 capping pilot replicate = also measured in Dengue-2 NS5 capping; calls as there; inhibition, %; measured here: pilot screen replicate inhibition
# Numbers without * were called inactive; i = inactive; ? = inconclusive; · = not tested or not shown; [ ] = dose if it differs, or a comment.
SMILES,GPR35 arrestin U2OS,LYP inhibition,RSV antiviral HEp-2,AID2073,Dengue-2 NS5 capping,WT yeast gro inh,WT yeast gro inh mutant strain,Autophagy HCS,Autophagy HCS cell loss 18 h,UTI89 phage lysis,NTR1 agonist,NTR1 agonist cell count 20 µM,others
CCSc1nc2sc3c(c2c(=O)[nH]1)CCc1ccccc1-3,4.3%,3.1%,0.9%,13.2%,-5.5%,-2.7,21.0,i,-3.8,-0.1%,9.1,88,
COc1cc(/C=N/NC(=O)c2cc(-c3cccc(Br)c3)nc3ccccc23)cc(OC)c1O,·,·,56.6%,·,2.4%,·,·,·,·,0.7%,2.1,55,
O=C(Cn1cc([N+](=O)[O-])cn1)N1CCc2ccccc2C1,-17.9%,-4.3%,-0.4%,0.3%,-6.8%,3.8,5.0,i,-15.0,0.3%,-1.5,69,
CN(C)S(=O)(=O)c1cccc(C(=O)OCC(=O)c2c(N)n(C)c(=O)n(C)c2=O)c1,5.5%,-10.2%,-0.2%,7.1%,-15.6%,3.1,-4.6,i,2.2,-0.9%,1.9,73,
CCN(CC)S(=O)(=O)c1ccc(N2CCCC2)c(NC(=O)Cc2c(F)cccc2Cl)c1,-5.7%,-2.6%,10.4%,13.1%,-10.0%,·,·,·,·,0.2%,0.8,57,
O=C(Nc1ccc(Cl)cc1)NC1CCCCNC1=O (centres undefined),-11.9%,-5.0%,1.9%,6.5%,·,·,·,·,·,·,-1.9,57,
Cc1ccccc1-n1c(SCC(=O)c2c(N)n(C)c(=O)n(C)c2=O)nc2sc3c(c2c1=O)CCCC3,-4.5%,4.8%,4.7%,44.9%,-8.4%,3.7,-11.9,i,-2.5,-0.9%,5.5,48,
CCC(C)(C)C1CCc2[nH]nc(C(=O)NN)c2C1 (centres undefined),-0.2%,-2.4%,9.2%,17.6%,6.2%,·,·,·,·,0.2%,1.7,40,
Cc1[nH]c2ccccc2c1C(=O)CN1CCSCC1,17.0%,3.0%,1.4%,-5.1%,5.4%,-17.1,-2.0,i,1.1,1.2%,-0.5,36,
C/C(Cn1nc([N+](=O)[O-])cc1C)=N\NC(=O)COc1ccc(Cl)cc1Cl,-3.9%,3.4%,3.3%,10.9%,-0.6%,11.1,0.0,i,-2.6,1.5%[50 µM],-0.5,82,
Fc1cccc2sc(Nc3nnc(-c4ccco4)o3)nc12,9.1%,-5.8%,13.0%,26.7%,2.4%,14.0,58.5,i,0.5,i,3.4,80,
Cc1onc(-c2ccccc2)c1CNC(=O)Nc1cccc(Cl)c1,-2.3%,-2.0%,4.3%,6.2%,-5.4%,·,·,·,·,-2.2%,4.9,47,
C#CCOCCOCCOCCNc1nc(N2CCN(C(=O)[C@H](Cc3ccc(O)cc3)n3cc([C@@H](N)CC(C)C)nn3)CC2)nc(N2CCN(C(=O)[C@H](Cc3ccc(O)cc3)n3cc([C@@H](N)CC(C)C)nn3)CC2)n1,-5.2%,-13.9%,-1.5%,6.6%,·,-13.9,-13.7,i,1.8,·,1.6,88,
Cc1cc(C(F)F)n2nc(C(=O)Nc3c(F)cc(F)cc3Br)nc2n1,8.7%,-10.7%,1.1%,40.5%,-3.4%,-10.6,-11.3,i,-0.1,0.4%,-0.5,58,
O=c1[nH]c2c(s1)C(c1cccnc1)C1C3CCC(C3)C1S2 (centres undefined),-10.7%,-3.8%,-0.6%,-18.0%,0.0%,·,·,·,·,-0.2%,6.9,62,
COc1ccc(NC(=O)CC2SC3=NCCN3C2=O)cc1 (centres undefined),14.6%,-10.3%,-0.6%,-5.7%,-7.4%,-2.8,6.5,i,11.7,-0.1%,0.4,46,
CNC(=S)N/N=C(\C)c1ccc(C(C)(C)C)cc1,-3.9%,0.9%,?,-12.5%,-5.9%,75.2*,55.8*,i,-1.4,1.0%[50 µM],3.1,48,
C[C@@H]1C=C(C(=O)N2CCN(C)CC2)O[C@H](OCc2ccc(CO)cc2)C1,-2.9%,-4.7%,-0.4%,11.0%,-13.4%,-9.4,1.1,i,1.6,-0.4%,1.0,54,
O=C(NCc1cccnc1)C1CC2c3ccccc3C1c1ccccc12 (centres undefined),-8.4%,-8.7%,0.0%,33.9%,-13.0%,10.4,2.9,i,7.9,-0.4%,-0.2,70,
Cc1ccc(C)c(Cn2cnc3c(nnn3-c3ccc(F)cc3)c2=O)c1,13.8%,-8.3%,-0.7%,8.3%,0.0%,3.0,3.7,i,-0.9,0.5%,9.4,66,
O=[N+]([O-])c1c(NCCO)cc(Sc2nc3ccccc3s2)c2nonc12,-1.0%,-2.1%,-3.5%,-33.0%,75.9µM*,5.4,4.9,i,-10.1,-9.6%,2.4,55,
CN(C)C(=O)CN(c1ccc(F)c(Cl)c1)S(C)(=O)=O,19.8%,-4.9%,4.0%,4.2%,-6.2%,3.8,-8.7,i,-4.3,3.3%,0.0,48,
O=C1C(Cc2ccccc2)S/C(=N/N=C/c2ccco2)N1c1ccccc1 (centres undefined),2.6%,-2.1%,1.2%,21.7%,0.0%,34.2,20.7,i,-11.5,0.4%,9.4,38,
COC(=O)C1CCN(c2nc3ccccc3nc2C(C#N)C(=O)NCCc2ccccc2)CC1 (centres undefined),-12.9%,4.3%,2.4%,20.0%,?,21.8,4.4,i,-1.7,-0.6%,0.9,43,
O=C(COC(=O)Cc1c(Cl)cccc1Cl)Nc1ccc(OC(F)(F)F)cc1,14.0%,0.4%,1.7%,3.6%,-6.2%,3.4,22.4,i,2.9,1.7%,-0.3,62,

# 3 entries from above, sorted by heavy-atom count, lowest first.
SMILES,GPR35 arrestin U2OS,LYP inhibition,RSV antiviral HEp-2,AID2073,Dengue-2 NS5 capping,WT yeast gro inh,WT yeast gro inh mutant strain,Autophagy HCS,Autophagy HCS cell loss 18 h,UTI89 phage lysis,NTR1 agonist,NTR1 agonist cell count 20 µM,others
Fc1cccc2sc(Nc3nnc(-c4ccco4)o3)nc12,9.1%,-5.8%,13.0%,26.7%,2.4%,14.0,58.5,i,0.5,i,3.4,80,
Cc1cc(C(F)F)n2nc(C(=O)Nc3c(F)cc(F)cc3Br)nc2n1,8.7%,-10.7%,1.1%,40.5%,-3.4%,-10.6,-11.3,i,-0.1,0.4%,-0.5,58,
COC(=O)C1CCN(c2nc3ccccc3nc2C(C#N)C(=O)NCCc2ccccc2)CC1 (centres undefined),-12.9%,4.3%,2.4%,20.0%,?,21.8,4.4,i,-1.7,-0.6%,0.9,43,

# (listing goes on)
SMILES,GPR35 arrestin U2OS,LYP inhibition,RSV antiviral HEp-2,AID2073,Dengue-2 NS5 capping,WT yeast gro inh,WT yeast gro inh mutant strain,Autophagy HCS,Autophagy HCS cell loss 18 h,UTI89 phage lysis,NTR1 agonist,NTR1 agonist cell count 20 µM,others
O=C(O)CC1SC(=Nc2ccccc2)N(c2ccccc2)C1=O (centres undefined),-4.6%,-3.3%,1.1%,-0.7%,-4.1%,5.6,-0.3,i,-3.5,-0.1%,-0.5,40,
CCCn1nnnc1NCc1ccc(OC)cc1,1.9%,-4.1%,0.7%,-1.5%,-12.5%,·,·,·,·,-0.3%,0.7,63,Dengue-2 NS5 capping pilot replicate=2.4
Cc1nc2nc(SCC(=O)Nc3cccc(F)c3)[nH]c2cc1Br,11.3%,-3.8%,-0.9%,10.3%,-14.9%,·,·,·,·,0.3%,5.5,53,
C=CCCN(C(C(=O)OC)C(C)C)S(=O)(=O)c1ccccc1Br (centres undefined),-5.0%,-0.6%,2.6%,-9.6%,-0.7%,·,·,·,·,-0.2%,0.4,42,
CCCCC(=O)Nc1cccc(-c2cn3ccccc3n2)c1,10.9%,-3.5%,2.5%,27.2%,-5.8%,-2.0,-2.8,i,3.2,0.5%,3.9,42,
Cc1cc(NC(=O)CSc2nccn2-c2cccc(C)c2C)no1,10.6%,-0.1%,2.6%,-6.3%,-5.8%,-1.3,-7.5,i,-21.6,0.1%,0.7,56,
O=C(NC1(Cc2ccccc2)CCN(Cc2ccc(-c3ccccc3)cc2)C1=O)c1ccccc1 (centres undefined),·,·,1.5%,·,7.1%,·,·,·,·,0.2%,24.3,52,
O=C(NCCCCNC(=O)c1ccc(Cl)s1)c1ccc(Cl)s1,18.0%,-6.6%,2.6%,-0.2%,0.7%,0.9,12.5,i,-12.1,5.9%,0.5,48,
Cc1cc(C)cc(N(CC(=O)NC2CCCCCC2)S(=O)(=O)c2c(C)[nH]c(=O)[nH]c2=O)c1,12.1%,-4.3%,2.5%,-14.2%,9.1%,·,·,·,·,0.2%,2.0,56,
CCOC(=O)c1c(CS(=O)(=O)c2ccccc2)n(C)c2cc(Br)c(O)c(CN(C)C)c12,7.5%,-0.2%,3.0%,-13.9%,-2.5%,-4.6,-0.7,i,27.4,-0.8%,·,·,
Nc1nonc1-n1nnc(C(=O)N/N=C/c2cccc(Cl)c2)c1-c1cccs1,-15.9%,2.2%,1.5%,0.8%,1.8%,·,·,·,·,0.4%,3.2,63,
O=C(Nc1nccs1)C(c1ccccc1)N1CCCCC1 (centres undefined),-8.9%,-3.3%,-0.5%,-3.9%,-6.0%,-20.1,17.8,i,5.2,0.1%,3.9,60,
Cc1cc(C)cc(Nc2nc3ccc(C)cc3n3cnnc23)c1,3.9%,1.9%,4.0%,22.7%,3.2%,·,·,·,·,0.1%,9.5,62,
C=CCN1CN(Cc2ccco2)CNC1=S,5.0%,-4.0%,-0.2%,-2.0%,4.5%,6.2,-0.2,i,-0.1,1.2%[50 µM],1.9,79,
O=[N+]([O-])c1ncccc1OCc1ccccc1Br,7.1%,-6.9%,19.1%,-1.3%,-1.6%,·,·,·,·,0.0%,0.1,42,
CCOc1ccc(CCNC(=O)c2cn(C)c3ccc(S(=O)(=O)N4CCOCC4)cc3c2=O)cc1OCC,-1.1%,-4.7%,4.3%,9.4%,-5.3%,·,·,·,·,-0.2%,0.7,62,
COc1ccc(/C=C2\SC(=S)N(CCCC(=O)N3CCOCC3)C2=O)cc1OC,-4.6%,-4.1%,1.6%,-0.3%,7.3%,·,·,·,·,0.1%,-0.4,48,
O=C(N=C1SC2CS(=O)(=O)CC2N1c1ccc(OC(F)(F)F)cc1)C1CC1 (centres undefined),-6.2%,-3.6%,0.9%,-3.5%,5.4%,·,·,·,·,0.0%,0.9,58,
Cc1cccc(OCC(=O)NNC(=O)C2CCCCC2C(=O)O)c1 (centres undefined),9.5%,-10.2%,2.0%,-1.0%,-5.5%,-11.5,19.4,i,-2.1,4.0%,0.6,44,
Cc1ccccc1S(=O)(=O)NC1OC(=O)C(Cl)=C1Cl (centres undefined),-8.2%,-1.0%,0.5%,-14.6%,3.5%,9.3,19.3,i,17.0,-0.5%,-0.3,50,
CCOc1ccc2nc(SCC(=O)N3CCN(C(=O)c4ccco4)CC3)sc2c1,0.5%,-1.9%,42.5%,-9.4%,-7.6%,-13.3,-13.3,i,-9.7,3.9%[50 µM],1.1,51,

# Screening data as filed in PubChem.
